Source: PubChem
RBBP9 inhibitor: human RBBP9 hydrolase inhibition | recombinant RBBP9, FP-Rh probe fluorescence polarization | inhibition, % at 7.94 µM | AID 1515 | hit rate 0.2% among 220,000;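 active means inhibition above the campaign mean of all tested compounds plus 3 SD, cut at about 14% in these data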;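 further: plate controls were DMSO wells with RBBP9 for no effect and wells lacking RBBP9 protein for full effect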
Target sequence (O75884 whole entry, looked up): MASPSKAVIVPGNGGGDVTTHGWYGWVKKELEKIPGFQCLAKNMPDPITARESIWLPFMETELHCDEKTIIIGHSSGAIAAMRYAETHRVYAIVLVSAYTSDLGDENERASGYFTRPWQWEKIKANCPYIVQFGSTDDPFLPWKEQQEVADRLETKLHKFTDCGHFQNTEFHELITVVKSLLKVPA
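Measured by – fluorescence polarization · Test system – RBBP9 protein · Input – 2.5 µM RBBP9 dispensing solution, before mixing · Measure – percent inhibition from mP, scaled between DMSO and no-protein wells · Benchmarks – DMSO-treated enzyme wells and wells lacking RBBP9 · Times – preincubation 30 min plus labeling 45 min at 25 °C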
NPY1 pot ag: human NPY-Y1 potentiation or agonism, primary screen. P25929. NPY-Y1 expressing cells, potentiator/agonist activation. activation, % at 3.6 µM. hit rate 0.37% among 220,000. AID 1304; in the data active means activation above about 33%, passing the limit was not always enough;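 further: cells stimulated with NPY at EC10 then isoproterenol at EC100; 0% = low agonist plus stimulus and 100% = saturating agonist plus stimulus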
Target sequence (P25929 whole entry, looked up): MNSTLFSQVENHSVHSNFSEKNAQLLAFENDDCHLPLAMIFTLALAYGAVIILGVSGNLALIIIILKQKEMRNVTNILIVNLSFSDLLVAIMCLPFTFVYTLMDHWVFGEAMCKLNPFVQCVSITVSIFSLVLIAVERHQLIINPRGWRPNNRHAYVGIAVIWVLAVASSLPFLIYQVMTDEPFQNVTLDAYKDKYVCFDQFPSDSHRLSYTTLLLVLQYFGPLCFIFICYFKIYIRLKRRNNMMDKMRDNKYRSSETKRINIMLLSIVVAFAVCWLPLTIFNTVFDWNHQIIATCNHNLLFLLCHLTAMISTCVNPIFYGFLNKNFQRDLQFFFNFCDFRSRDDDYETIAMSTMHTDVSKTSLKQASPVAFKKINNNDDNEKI
BaF3 tox: parental Ba/F3 viability inhibition as JAK2V617F counter-screen; CellTiter-Glo ATP luminescence; inhibition, % at 5.6 µM; hit rate 1.1% among 220,000; AID 1486;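 active means inhibition above a per-campaign cutoff, the mean inhibition of all tested compounds plus 3 SD, cut at about 27% in these data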;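 further: 0% = DMSO wells and 100% = JAK Inhibitor I control wells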
S1P4 antag: blocks the human S1P4 receptor; O95977; S1P4-expressing cells, antagonist mode, reporter read-out; inhibition, % at 4.98 µM; hit rate 0.26% among 220,000; in the data active means inhibition above about 29%;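 further: 0% = wells stimulated with agonist and 100% = vehicle wells without agonist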
Target sequence (O95977 whole entry, looked up): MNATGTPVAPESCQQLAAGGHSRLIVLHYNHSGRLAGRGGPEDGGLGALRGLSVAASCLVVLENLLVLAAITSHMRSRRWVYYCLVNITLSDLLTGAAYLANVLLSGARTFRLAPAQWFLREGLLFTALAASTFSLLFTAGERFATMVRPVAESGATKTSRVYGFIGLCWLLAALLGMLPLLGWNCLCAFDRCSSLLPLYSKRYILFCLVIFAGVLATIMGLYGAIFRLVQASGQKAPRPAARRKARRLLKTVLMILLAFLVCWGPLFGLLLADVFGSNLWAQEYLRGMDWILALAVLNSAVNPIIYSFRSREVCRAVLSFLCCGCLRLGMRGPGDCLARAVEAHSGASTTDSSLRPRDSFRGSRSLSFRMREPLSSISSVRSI
NPY2 pot ag: potentiates or activates human NPY-Y2 receptor | P49146 | cells expressing NPY-Y2, potentiator/agonist read-out | activation, % at 3.6 µM | hit rate 0.45% among 220,000 | AID 1359; in the data active means activation above about 27%;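 further: cells stimulated with NPY near EC25 plus isoproterenol at EC100; 0% = vehicle plus submaximal agonist and 100% = vehicle plus saturating agonist; some results beyond the cut were filed as inactive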
Runt-CBFb FRET: blocks binding of human RUNX1 Runt domain to CBFb. inhibition, % at 20 µM. Cerulean-Runt/Venus-CBFb FRET ratio 530/480, 1 h. Q01196+Q13951. AID 1496. hit rate 0.46% among 220,000;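 active means inhibition over about 50% at 20 µM in the single-dose screen, limit read from the data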;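 further: 0% = DMSO wells and 100% = excess unlabeled CBFb competitor control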
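Assay system: Cerulean-Runt domain / Medium: Tris 50 mM pH 7.5, KCl, K2SO4, 0.01% BSA / Timing: protein complex preformed 1 h, compound exposure 1 h, room temperature, dark / Measured by: FRET, excitation 422 nm, emission at 530 and 480 nm / Evaluation: loss of energy transfer signal / Control set: 5 µM unlabeled CBFb as full-inhibition high control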
S1P4 ag: agonists of human S1P4 receptor | S1P4-expressing cell line, agonist reporter assay | O95977 | hit rate 0.35% among 220,000 | activation, % at 4.98 µM | AID 1509; in the data active means activation above about 11%;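 further: 0% = DMSO vehicle and 100% = reference agonist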
Ba/F3 V617F tox: lowers viability of Ba/F3 cells expressing EpoR and JAK2V617F. ATP luminescence. inhibition, % at 5.6 µM. hit rate 1.1% among 220,000;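 active means inhibition above the campaign mean plus 3 SD over all tested compounds, cut at about 24% in these data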;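 further: cytokine-independent growth of Ba/F3 cells driven by EpoR plus mutant JAK2; 0% = DMSO-treated cells and 100% = JAK inhibitor I control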
NPY-Y1 antag: antagonists of human neuropeptide Y receptor Y1 | P25929 | HEK293-CNG Y1 cells, membrane potential fluorescence; NPY at EC95, then isoproterenol | inhibition, % at 3.6 µM | hit rate 1% among 200,000;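 active means inhibition above the campaign mean inhibition of all tested compounds plus 3 SD, cut at about 20% in these data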;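 further: 0% = DMSO wells given NPY plus isoproterenol and 100% = isoproterenol alone without NPY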
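System: HEK293 cells with Y1 receptor plus CNG channel / Probe or stimulus: NPY 25 nM then isoproterenol 1 µM plus Ro 20-1724 25 µM / Compound: one concentration, 3.6 µM, in 0.4% DMSO / Schedule: compound incubation 1 h at room temperature, readout 45 min post-stimulation / Measured by: membrane potential fluorescence / Read-out: % inhibition of NPY effect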
The depositor's hits bear a star.

Screening O=C(NC1=NCCS1)c1ccc(Cl)c(S(=O)(=O)N2CCc3ccccc32)c1 returned RBBP9 inhibitor -5.5, NPY1 pot ag 28.6, BaF3 tox -4.9, S1P4 antag -41.4, NPY2 pot ag -3.6, Runt-CBFb FRET 0.2, S1P4 ag 0.4 and Ba/F3 V617F tox 0.8.
`CCCCNC(=O)c1onc(CSc2cccc(OC)c2)c1C(=O)O` gave RBBP9 inhibitor -5.5, NPY1 pot ag -38.7, BaF3 tox -0.2, S1P4 antag 9.8, NPY2 pot ag -44.6, Runt-CBFb FRET -0.9, S1P4 ag 0.2, Ba/F3 V617F tox -1.0 and NPY-Y1 antag 28.4*.
Cc1ccccc1N1C(=O)CC(N(O)c2ccccc2)C1=O (centres undefined) was read as RBBP9 inhibitor -7.2, NPY1 pot ag 17.2, BaF3 tox 0.9, S1P4 antag 2.1, NPY2 pot ag 8.0, Runt-CBFb FRET -0.9, S1P4 ag -1.7, Ba/F3 V617F tox -2.6 and NPY-Y1 antag 6.3.
For COc1c(C)cccc1C(=O)Nc1ccc(CN2CCCCC2)cc1 the results were RBBP9 inhibitor -5.1, NPY1 pot ag -14.0, BaF3 tox 2.9, S1P4 antag -11.5, NPY2 pot ag -14.6, Runt-CBFb FRET 1.3, S1P4 ag 0.8, Ba/F3 V617F tox -0.9 and NPY-Y1 antag 7.1.
Screening O=C(NC1CCCCC1)N1CCCC(CNS(=O)(=O)Cc2ccccc2)C1 (centres undefined) returned RBBP9 inhibitor -12.7, NPY1 pot ag 8.7, BaF3 tox 3.8, S1P4 antag -21.5, NPY2 pot ag -2.1, Runt-CBFb FRET -1.7, S1P4 ag 0.3, Ba/F3 V617F tox -3.5 and NPY-Y1 antag -0.3.
For Cc1ccc(CC2CC(=O)N(C(Cc3ccccc3)C(=O)O)C2=O)cc1 (centres undefined) the results were RBBP9 inhibitor -8.2, NPY1 pot ag -23.6, BaF3 tox 5.1, S1P4 antag -15.1, NPY2 pot ag -13.9, Runt-CBFb FRET 0.3, S1P4 ag 0.2, Ba/F3 V617F tox -0.1 and NPY-Y1 antag 13.2.
For CC(=O)c1cccc(CN2CCC(CO)(CCCc3ccccc3)CC2)c1 the results were RBBP9 inhibitor 0.8, NPY1 pot ag -6.3, BaF3 tox 7.1, S1P4 antag -9.1, NPY2 pot ag -19.9, Runt-CBFb FRET 1.3, S1P4 ag -0.9, Ba/F3 V617F tox 0.5 and NPY-Y1 antag 13.4.
O=C(c1cccc(S(=O)(=O)N2CCOCC2)c1)N1CCCc2ccccc21 was read as RBBP9 inhibitor -3.1, NPY1 pot ag 4.0, BaF3 tox -1.0, S1P4 antag -19.1, NPY2 pot ag 3.3, Runt-CBFb FRET 1.6, S1P4 ag 1.4, Ba/F3 V617F tox -2.1 and NPY-Y1 antag -3.7.
For O=C(c1ccc(S(=O)(=O)N2CCCCC2)cc1)N1CCN(c2ccccc2)CC1 the results were RBBP9 inhibitor -3.8, NPY1 pot ag 9.5, BaF3 tox 5.0, S1P4 antag -14.0, NPY2 pot ag -10.2, Runt-CBFb FRET 2.7, S1P4 ag 2.8, Ba/F3 V617F tox 1.7 and NPY-Y1 antag 0.4.
`CCOc1ccc2nc(NC(=O)c3cnc(C)cn3)sc2c1` gave RBBP9 inhibitor -4.2, NPY1 pot ag -10.2, BaF3 tox 3.7, S1P4 antag -7.6, NPY2 pot ag -4.2, Runt-CBFb FRET 4.2, S1P4 ag -0.5, Ba/F3 V617F tox -0.1 and NPY-Y1 antag -2.4.
For Cc1cc(SCC(=O)Nc2cccc(S(=O)(=O)NC3=NCCCCC3)c2)nc2ccccc12 the results were RBBP9 inhibitor -3.0, NPY1 pot ag 32.5, BaF3 tox -4.0, S1P4 antag -4.9, NPY2 pot ag -27.1, Runt-CBFb FRET 0.1, S1P4 ag 1.3 and Ba/F3 V617F tox -6.8.
For COC(=O)c1c(C)noc1-c1cc(C)on1 the results were RBBP9 inhibitor -10.5, NPY1 pot ag 15.4, BaF3 tox 2.9, S1P4 antag -25.3, NPY2 pot ag 5.5, Runt-CBFb FRET -1.2, S1P4 ag 3.2, Ba/F3 V617F tox -2.6 and NPY-Y1 antag 1.0.
`COC(=O)CSC1=C(C#N)C(c2ccc(C(C)C)cc2)CC(=O)N1` (centres undefined) gave RBBP9 inhibitor -2.3, NPY1 pot ag 19.4, BaF3 tox 3.7, S1P4 antag -13.9, NPY2 pot ag 8.7, Runt-CBFb FRET -0.7, S1P4 ag -0.7, Ba/F3 V617F tox -1.8 and NPY-Y1 antag -2.8.
CC(C)N1CCC(N2CCN(Cc3ccc(-c4ccccc4Cl)o3)CC2CCO)CC1 (centres undefined) was read as RBBP9 inhibitor 3.2, NPY1 pot ag -36.0, BaF3 tox 10.8, S1P4 antag 2.0, NPY2 pot ag -18.9, S1P4 ag 1.0, Ba/F3 V617F tox 13.2 and NPY-Y1 antag 12.1.
Screening CCn1c(Cc2cccs2)nnc1SCC(=O)c1ccc(C)cc1 returned RBBP9 inhibitor -7.4, NPY1 pot ag -11.8, BaF3 tox 5.1, S1P4 antag 4.1, NPY2 pot ag -7.8, Runt-CBFb FRET 2.9, S1P4 ag 0.9, Ba/F3 V617F tox 2.5 and NPY-Y1 antag 7.1.
`COc1cc(OC)c(Cl)cc1N` gave RBBP9 inhibitor -8.1, NPY1 pot ag 0.0, BaF3 tox 6.6, S1P4 antag -5.7, NPY2 pot ag 6.5, Runt-CBFb FRET -0.8, S1P4 ag 0.0, Ba/F3 V617F tox 1.2 and NPY-Y1 antag -1.2.
For Cc1ccc2cccc(OCc3nnc(SCC(=O)O)n3C)c2n1 the results were RBBP9 inhibitor -8.9, NPY1 pot ag 5.5, BaF3 tox 4.2, S1P4 antag -0.9, NPY2 pot ag 4.5, Runt-CBFb FRET 1.3, S1P4 ag -0.2, Ba/F3 V617F tox -0.3 and NPY-Y1 antag 4.9.
Cc1cccc(C(=O)N(Cc2nc3ccccc3c(=O)[nH]2)C2CCCC2)c1 was read as RBBP9 inhibitor -8.5, NPY1 pot ag 3.6, BaF3 tox 1.2, S1P4 antag -1.4, NPY2 pot ag 0.6, Runt-CBFb FRET -1.5, S1P4 ag -2.1, Ba/F3 V617F tox -3.9 and NPY-Y1 antag -2.4.
Screening COc1ccc(S(=O)(=O)NNC(=O)c2csc(-n3nc(C)cc3C(F)(F)F)n2)cc1 returned RBBP9 inhibitor 3.3, NPY1 pot ag -17.3, BaF3 tox 1.9, S1P4 antag -7.7, NPY2 pot ag -21.7, Runt-CBFb FRET -1.7, S1P4 ag -1.5, Ba/F3 V617F tox -1.6 and NPY-Y1 antag -2.0.
For CC(C)(C)c1ccc(COn2ccnc2)cc1 the results were RBBP9 inhibitor -6.7, NPY1 pot ag 17.9, BaF3 tox 2.3, S1P4 antag -6.5, NPY2 pot ag -3.1, Runt-CBFb FRET -2.5, S1P4 ag 1.1, Ba/F3 V617F tox -1.0 and NPY-Y1 antag 4.8.
For O=C(O)c1cnn2c1NC(c1ccc(F)cc1)CC2C(F)(F)F (centres undefined) the results were RBBP9 inhibitor 6.9, NPY1 pot ag 9.8, BaF3 tox 6.7, S1P4 antag -22.1, NPY2 pot ag 7.0, Runt-CBFb FRET 0.8, S1P4 ag -2.7, Ba/F3 V617F tox 2.2 and NPY-Y1 antag 0.4.
`Cc1ccc(-n2[nH]c(C)c(/C=C3/C=Nc4ccccc43)c2=O)cc1C` gave RBBP9 inhibitor 4.9, NPY1 pot ag -36.7, BaF3 tox 4.3, S1P4 antag -20.7, NPY2 pot ag 5.5, Runt-CBFb FRET -6.1, S1P4 ag -0.2, Ba/F3 V617F tox 2.1 and NPY-Y1 antag -3.3.
`CC1(C)NC(=O)N(CC(O)CN2CCOCC2)C1=O` (centres undefined) gave RBBP9 inhibitor -5.7, NPY1 pot ag -4.3, BaF3 tox 2.0, S1P4 antag 2.4, NPY2 pot ag -8.1, Runt-CBFb FRET 0.9, S1P4 ag 1.8, Ba/F3 V617F tox -2.2 and NPY-Y1 antag 0.2.
`CC(C)CCN1CCN(CC(c2ccccc2)c2ccccc2)CC1CCO` (centres undefined) gave RBBP9 inhibitor 1.2, NPY1 pot ag -11.2, BaF3 tox 10.2, S1P4 antag -12.0, NPY2 pot ag -3.6, Runt-CBFb FRET -0.7, S1P4 ag 2.1, Ba/F3 V617F tox 1.9 and NPY-Y1 antag 15.1.
`Cc1cc(C)n(CC(O)CN(c2ccccc2)S(=O)(=O)c2ccccc2)n1` (centres undefined) gave RBBP9 inhibitor -8.9, NPY1 pot ag -18.1, BaF3 tox 4.3, S1P4 antag 2.1, NPY2 pot ag 9.6, Runt-CBFb FRET -1.4, S1P4 ag 1.0, Ba/F3 V617F tox 2.1 and NPY-Y1 antag 2.7.
For O=C(Nc1ccc(Cl)c(Cl)c1)Nc1nccs1 the results were RBBP9 inhibitor -17.9, NPY1 pot ag 22.3, BaF3 tox 71.4*, S1P4 antag -12.8, NPY2 pot ag -17.9, Runt-CBFb FRET 2.0, S1P4 ag 1.6 and Ba/F3 V617F tox 73.4*.
`Cc1ccc(NC(=O)C2CCCN2C(=O)Oc2ccccc2)c(C)c1` (centres undefined) gave RBBP9 inhibitor -6.2, NPY1 pot ag 0.4, BaF3 tox 0.0, S1P4 antag 5.3, NPY2 pot ag -8.2, Runt-CBFb FRET -1.5, S1P4 ag 0.0, Ba/F3 V617F tox -0.1 and NPY-Y1 antag -11.2.
Screening COc1ccc(OC)c(CCNC(=O)CN2C(=O)CC(C)(C)S(=O)(=O)c3ccccc32)c1 returned RBBP9 inhibitor -1.2, NPY1 pot ag -11.1, BaF3 tox 4.4, S1P4 antag -1.0, NPY2 pot ag -11.4, Runt-CBFb FRET 1.8, S1P4 ag -0.3, Ba/F3 V617F tox -2.2 and NPY-Y1 antag 0.6.
O=C1c2ccccc2C(=O)N1CCc1nc(-c2ccncc2)no1 was read as RBBP9 inhibitor -5.0, NPY1 pot ag -11.4, BaF3 tox 6.5, S1P4 antag -4.6, NPY2 pot ag -20.4, Runt-CBFb FRET 2.0, S1P4 ag 2.2, Ba/F3 V617F tox 3.3 and NPY-Y1 antag 2.4.
Screening Cc1ccc(S(=O)(=O)c2c(C)nn(C(C)(C)C)c2OC(=O)C(C)C)cc1 returned RBBP9 inhibitor 4.2, NPY1 pot ag 8.1, BaF3 tox 3.4, S1P4 antag -0.6, NPY2 pot ag 14.9, Runt-CBFb FRET -1.6, S1P4 ag 0.5, Ba/F3 V617F tox 0.6 and NPY-Y1 antag 3.1.
